Nrf2 inh: Nrf2 pathway inhibition | 2.1% of 360,000 active | A549 ARE-Fluc reporter, luciferase luminescence, 18-24 h | Potency, µM (highest dose often 46 µM), without a hit: at the top dose activity change, negative = inhibition, hits mostly inhibitors | AID 504444; further: potency means the concentration at half of the fitted maximal effect; on the % scale 0 is the no-effect control and ±100 the full control effect; nearly all actives have a fitted effect of over 60% in size
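Reporter: ARE-Fluc in A549. Exposure: 18-24 h, 37 °C, 5% CO2, 5% FBS OPTI-MEM. Readouts: fluorescent cytotoxicity (CellTiter-Fluor), then luminescent Nrf2 signal after BugLite.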
pAkt inh: inhibitors of Akt phosphorylation | Neuro2A IGF-stimulated pAkt S473 HTRF, 20 min; active compounds read low | activity change, % for hits at 50 µM | 0.32% of 360,000 active | AID 651550; in the data active means activity change below about -80%; inconclusive means mostly about -51% to -80%; further: on the % scale 0 is the no-effect control and ±100 the full control effect
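Neuro2A cells in DMEM with 0.5% FBS, overnight at 37 deg C, given compound at single 50 µM final, then IGF (6 nM final) for 20 min at 37 deg C. Lysed; phospho-Akt Ser473 by HTRF after 24 h, 665/615 ratio.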
Abeta yeast res: compounds reversing amyloid beta toxicity in yeast. yeast expressing A-beta42, growth rescue, OD600, 48 h; response scale: 0% DMSO, 100% iron-clioquinol control. Potency, µM (series often up to 46.1 µM), inactives show at the top dose growth rescue, usual class: activators. 0.063% of 410,000 active; further: potency means the concentration at half of the fitted maximal effect; nearly all actives have a fitted effect of over 55% in size
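Growth rescue measured by 600 nm absorbance after 48 h yeast culture at 30 C with compound. Values normalized between DMSO and an equimolar ferric chloride plus clioquinol control.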
Nrf2 activator: activators of Nrf2 (ARE) signaling; AREc32 ARE-luciferase reporter (MCF7-derived line), luminescence, 24 h; 0.31% of 410,000 active; Potency, µM (highest dose often 46.1 µM), without a hit: top-dose activation, hits mostly activators; further: potency means the concentration at half of the fitted maximal effect; % of control where 0% means no effect; nearly all actives have a fitted effect of over 65% in size
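AREc32_Fluc, 1000 cells/well, OPTI-MEM + 5% FBS, o/n 37 deg C 5% CO2; 23 nL cpd by pin tool, 24 hr; Steady-Glo 30 min RT, luminescence.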
MmCpn inh: blocks the Methanococcus maripaludis chaperonin Mm-Cpn; purified Mm-Cpn ATPase, ADP Transcreener TR-FRET; 0.031% of 330,000 active; Potency, µM (doses to about 76.9 µM), inactives show top-dose activity, negative = inhibition, actives largely listed as inhibitors; further: potency means the concentration at half of the fitted maximal effect; on the % scale 0 is the no-effect control and ±100 the full control effect; nearly all actives have a fitted effect of over 80% in size
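Quantitative HTS used 25 nM Mm-CPN and 10 uM ATP in magnesium/KCl Tris buffer, pH 7.4, with 1 mM DTT. Hydrolysis ran 30 min at 37°C; ADP was read by HTRF.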
A549 tox: A549 cytotoxicity, counter-screen for Nrf2 inhibitors; A549 ARE-Fluc cells, CellTiter-Fluor viability, 18-24 h; Potency, µM (top dose mostly 46 µM), without a hit: at the highest dose activity change, negative = cytotoxicity, actives largely listed as inhibitors; 0.16% of 390,000 active; AID 504648; further: potency means the concentration at half of the fitted maximal effect; on the % scale 0 is the no-effect control and ±100 the full control effect
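A549 ARE-Fluc cells in 5% FBS OPTI-MEM, 5000 cells/well, rested 2 h then exposed to compounds in concentration-response for 18-24 h at 37 °C. Viability by CellTiter-Fluor fluorescence (Ex 405/Em 525) after 30 min; luciferase luminescence (BugLite, 15 min, RT) read afterwards.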
TGFb SMAD3 inh: blocks TGF-b signaling | HepG2 CAGA-GFP TGF-b/SMAD3 reporter, GFP fluorescence, 18 h; TGF-beta stimulated, 500 pg/mL final | Potency, µM (titrated, usually from 46.1 µM), without a hit: top-dose activity, negative = inhibition, actives largely listed as inhibitors | 1.2% of 410,000 active; further: potency means the concentration at half of the fitted maximal effect; on the % scale 0 is the no-effect control and ±100 the full control effect; nearly all actives have a fitted effect of over 65% in size
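Per well, imaged GFP fluorescence of HEPG2 CAGA-GFP cells gives the signal; cells get compound, then TGF-beta (500 pg/mL final), 18 h at 37 degrees C; %Activity versus -TGF-beta and +DMSO controls.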
HepG2 viability: counter-screen for TGF-b inhibitors: cytotoxicity in HepG2 cells; HepG2 CAGA-GFP viability, ATP luminescence, 18 h; Potency, µM (doses to about 46.1 µM), without a hit: at the highest dose activity change, negative = cytotoxicity, hits mostly cytotoxic; 0.76% of 410,000 active; further: potency means the concentration at half of the fitted maximal effect; some results filed as inactive show a strong effect at the top dose
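HepG2 CAGA-GFP cells (1000/well, DMEM with 1% FBS) received compound, then TGF-beta at 500 pg/mL final, and were incubated 18 hours at 37 degrees C. Viability was read by CellTiter-Glo luminescence. Media-only wells were set as complete cell-killing and DMSO as no toxicity.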
CCT modulator: modulators of cytosolic chaperonin (CCT/TRiC) activity | purified chaperonin ATPase assay, HTRF ADP detection, 30 min | activity change, % (test concentration not listed), hits read low | 0.3% of 360,000 active; in the data active means activity change below about -30%; further: on the % scale 0 is the no-effect control and ±100 the full control effect
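We incubate TRiC, 40 or 20 nM final, with library compounds at 76 uM and 10 uM ATP for 30 min at 37 °C. ADP formed is detected with Transcreener HTRF reagents after 30 min at room temperature.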
Numbers without * were called inactive; i = inactive; ? = inconclusive; nt = no result given; & = joins results of further samples; [ ] = remark or other dose. Unless noted, the call rests on the fitted dose curve; in most records, active means well fitted curve in the direction sought with a large enough effect; inconclusive means small, poorly fitted or top-dose-only effect, or another doubt; inactive means no such curve, though single readings can be large; an effect the other way counts as inactive or inconclusive.

No. | mol | Nrf2 inh | pAkt inh | Abeta yeast res | Nrf2 activator | MmCpn inh | A549 tox | TGFb SMAD3 inh | HepG2 viability | CCT modulator
1 | O=C(NCCNc1ccc([N+](=O)[O-])cc1)c1cc(F)c(F)cc1Cl | -21% | i | 10% | -1.0% | nt | -13% | -29% | -36% | -0.8
2 | COc1ccccc1N1CCN(C2CCCN(C(=O)c3oc(C)cc3C)C2)CC1 (stereo not given) | 4% | i | 2% | 1.9% | -1% | 8% | -17% | 0% | -2.2
3 | CCc1c(O)nc(SC2CC(=O)N(c3ccc(F)c(Cl)c3)C2=O)[nH]c1=O (stereo not given) | -7% | i | 7% | -0.7%[9.22 µM] | -1% | -3% | 3% | -3% | -3.9
4 | COc1ccc2[nH]cc(C(=O)NCCc3ccccc3)c(=O)c2c1 | ? | i | 11% | 2.5% | 1% | 5% | -10% | -3% | -1.5
5 | COc1ccc(-c2nn(C)c(=O)c3ccccc23)cc1NC(=O)Cn1nc(-c2ccccc2)c2ccccc2c1=O | ? | i | 6% | -0.8% | ? | 5% | 0% | -3% | 0.3
6 | COc1ccc(S(=O)(=O)Nc2ccc3c(c2)OCO3)cc1 | ? | i | 9% | 0.2% | 2% | 4% | -15% | -8% | -0.6
7 | O=[N+]([O-])c1nn(-c2ccc(Cl)cc2)n(O)c1=NCc1ccccc1 | ? | i | -11% | 4.0% | 0% | -3% | 12% | 9% | 1.8
8 | COc1cccc(C(=O)N(CN2CCCC2=O)c2cc(C)on2)c1 | -21% | i | 3% | -0.6% | -3% | -5% | 6% | 13% | 1.0
9 | CCOc1ccc(CCNC(=O)Cn2nc(CC)n3c(cc4ccccc43)c2=O)cc1 | 13% | nt | -4% | -1.4% | nt | 1% | -20% | -14% | nt
10 | Cn1ncc([N+](=O)[O-])c1C(=O)Nc1ccc(-c2nc3ccccc3[nH]2)cc1 | -15% | i | 2% | 2.1% | -5% | -7% | 27% | -20% | -2.7
11 | Cc1cc(C)c2c(CC(=O)Nc3ccc(S(=O)(=O)Nc4nc(C)cc(C)n4)cc3)coc2c1 | -16% | nt | -2% | 0.4% | nt | -20% | 0% | 0% | nt
12 | CCCCCN1CC(=O)N2[C@@H](Cc3c([nH]c4ccccc34)C2(C)C)C1=O | -3% | i | 1% | -0.6% | 0% | 10% | 2% | -3% | 1.7
13 | N#Cc1ccc(CSc2nnc(NC(=O)C3CC(=O)N(c4ccc5c(c4)OCCO5)C3)s2)cc1 (stereo not given) | 10% | i | -4% | -0.5% | 0% | -2% | 15% | 31% | 1.1
14 | CCOC(=O)N/N=C\c1cccc(OC)c1OC/C=C/c1ccccc1 | ? | i | 8% | 4.8% | -2% | 10% | -1% | 30% | -0.9
15 | CN(C)S(=O)(=O)Oc1cccc(C(=O)Nc2ccccc2Cl)c1 | 6% | i | 14% | 2.8% | -2% | 3% | 11% | -18% | -0.5
16 | CCc1cccc(OCCCCN(CC)CC)c1 | 21% | i | 4% | -0.6% | -2% | 6% | -5% | 4% | 0.0

Entries listed so far containing fluorine (two):
No. | mol | Nrf2 inh | pAkt inh | Abeta yeast res | Nrf2 activator | MmCpn inh | A549 tox | TGFb SMAD3 inh | HepG2 viability | CCT modulator
1 | O=C(NCCNc1ccc([N+](=O)[O-])cc1)c1cc(F)c(F)cc1Cl | -21% | i | 10% | -1.0% | nt | -13% | -29% | -36% | -0.8
3 | CCc1c(O)nc(SC2CC(=O)N(c3ccc(F)c(Cl)c3)C2=O)[nH]c1=O (stereo not given) | -7% | i | 7% | -0.7%[9.22 µM] | -1% | -3% | 3% | -3% | -3.9

Next section
No. | mol | Nrf2 inh | pAkt inh | Abeta yeast res | Nrf2 activator | MmCpn inh | A549 tox | TGFb SMAD3 inh | HepG2 viability | CCT modulator
17 | COc1ccc(S[C@@H](CCN2CC[C@H](NC(=O)OCc3ccccc3)CCC2=O)c2ccccc2)cc1 | 18µM* | i | -11% | 2.7% | 2% | -24% | 13µM* | -39%&-39% | -2.1
18 | Cc1ccn2c(=O)c(C(=O)NCCCN3CCCCC3C)c(O)nc2c1 (stereo not given) | 7%&-5% | i | 1%&4% | -0.1%&-0.9% | -1% | 2%&-2% | -5%&-1% | 2%&8% | 1.6
19 | COc1cccc(CNC(=S)NC2CC2)c1 | 1% | i | -9% | -0.6% | -2% | 0% | 2% | 3% | -0.5
20 | Cc1cc(NC(=O)CSc2ccc(-c3cccc([N+](=O)[O-])c3)nn2)no1 | -13% | i | -1% | ? | 3% | -4% | 15% | 2% | 0.4
21 | CCOCc1cc(C2NC(=O)NC(C)=C2C(=O)OCC)ccc1OC (stereo not given) | nt | i | 14% | -0.2% | -1% | -4% | ? | -10% | 0.7
22 | COc1cc2nc(N(CCN(C)C)C(=O)c3ccc(S(=O)(=O)N(C)CC4CCCO4)cc3)sc2cc1OC (stereo not given) | 5% | i | -7% | 0.3% | -1% | -5% | 1% | -20% | 2.1
23 | O=C(N/C(=C/C=C\c1ccccc1)C(=O)N1CCOCC1)c1ccc(Br)cc1 | 7% | i | 8% | 0.1% | 2% | -16% | -20% | -15% | 1.6
24 | O=C(c1nn2c(C(F)(F)F)cc(-c3ccccc3)nc2c1Cl)N1CCN2CCCC2C1 (stereo not given) | 1% | i | -2% | 6.8% | -3% | -2% | -18% | -17% | -13
25 | CSc1n[nH]c(=O)n1C1CCCCC1 | ? | i | 0% | -1.2% | 0% | -2% | 3% | -12% | -1.9
26 | COc1ccc(CNC(=O)COc2ccc(Br)c(C)c2)cc1 | -22% | i | -21% | -0.8% | -3% | -2% | 103%[activator] | 0% | -0.5
27 | O=S(=O)(NCc1ccc(F)cc1)c1ccccc1Br | -11% | i | -11% | -0.4% | -1% | -3% | 1%&-2% | -3%&-9% | -2.3
28 | CCCCC1CN2CCc3c([nH]c4ccccc34)C2(C)C1 (stereo not given) | 11% | i | 6% | 2.4% | -1% | -8% | 0% | -30% | 0.1
29 | COc1ccc(N2CCN(C3CCCN(C(=O)c4ccoc4)C3)CC2)cc1 (stereo not given) | 8% | i | 10% | -0.4% | -2% | 7% | ? | 4% | 0.2
30 | Cc1c(-c2nc(-c3cccnc3)no2)cccc1[N+](=O)[O-] | ? | i | 8% | ? | -18% | 3% | 0% | -1% | 2.1
31 | O=C(COC(=O)[C@@H]1CCCN1S(=O)(=O)c1ccccc1F)NCc1ccc2c(c1)OCO2 | 1% | i | -10% | 1.0% | 1% | 4% | 11% | 3% | 0.1
32 | CCOc1ccc(N2CC(C(=O)NCCc3ccc(OC)c(OC)c3)CC2=O)cc1 (stereo not given) | 5% | -107%* | -10% | 0.4% | 0% | -2% | -7% | -1% | -3.8

Compound profiles, as listed above.
`CCCCC1CN2CCc3c([nH]c4ccccc34)C2(C)C1` (stereo not given) reads Nrf2 inh = 11%; pAkt inh = i; Abeta yeast res = 6%; Nrf2 activator = 2.4%; MmCpn inh = -1%; A549 tox = -8%; TGFb SMAD3 inh = 0%; HepG2 viability = -30%; CCT modulator = 0.1
`O=C(COC(=O)[C@@H]1CCCN1S(=O)(=O)c1ccccc1F)NCc1ccc2c(c1)OCO2` reads Nrf2 inh = 1%; pAkt inh = i; Abeta yeast res = -10%; Nrf2 activator = 1.0%; MmCpn inh = 1%; A549 tox = 4%; TGFb SMAD3 inh = 11%; HepG2 viability = 3%; CCT modulator = 0.1

Fetched by structure from above (4):
No. | mol | Nrf2 inh | pAkt inh | Abeta yeast res | Nrf2 activator | MmCpn inh | A549 tox | TGFb SMAD3 inh | HepG2 viability | CCT modulator
27 | O=S(=O)(NCc1ccc(F)cc1)c1ccccc1Br | -11% | i | -11% | -0.4% | -1% | -3% | 1%&-2% | -3%&-9% | -2.3
28 | CCCCC1CN2CCc3c([nH]c4ccccc34)C2(C)C1 (stereo not given) | 11% | i | 6% | 2.4% | -1% | -8% | 0% | -30% | 0.1
29 | COc1ccc(N2CCN(C3CCCN(C(=O)c4ccoc4)C3)CC2)cc1 (stereo not given) | 8% | i | 10% | -0.4% | -2% | 7% | ? | 4% | 0.2
26 | COc1ccc(CNC(=O)COc2ccc(Br)c(C)c2)cc1 | -22% | i | -21% | -0.8% | -3% | -2% | 103%[activator] | 0% | -0.5

The results go on.
No. | mol | Nrf2 inh | pAkt inh | Abeta yeast res | Nrf2 activator | MmCpn inh | A549 tox | TGFb SMAD3 inh | HepG2 viability | CCT modulator
33 | COc1cccc(CNC(=O)CSc2nc3ccccc3nc2Cc2ccccc2)c1 | nt | nt | -11% | 0.1% | nt | -4% | 1% | -16% | nt
34 | COc1ccc(CNCCNC(=O)c2cccs2)c(OC)c1OC | -4% | i | -8% | -0.3% | 3% | 1% | -2% | 0% | -1.5
35 | CCOc1ccc(CCNC(=O)C2CC(=O)N(c3ccc4c(c3)OCCO4)C2)cc1OCC (stereo not given) | 14% | i | 0% | -0.7% | 1% | -5% | 0% | 4% | 0.8
36 | COc1cccc(C(=O)NC(=O)Nc2nc(C)cc(C(F)(F)F)n2)c1 | -16% | i | 2% | 0.4% | 0% | -6% | -2% | -8% | -1.4
37 | O=C(Nc1cccc(-n2cnnn2)c1)c1cccs1 | ? | nt | -10% | 7.3% | -1% | 7% | -7% | 1% | -1.9
38 | O=C(CCc1ccccc1)Nc1nc2n(n1)C(c1ccc(Cl)cc1)CC(=O)N2 (stereo not given) | -15% | i | 0% | 0.1% | -1% | 1% | 0% | 8% | 3.5
39 | CN(c1ccccc1)S(=O)(=O)c1cc(Cl)ccc1Cl | 0% | i | 19% | -0.4% | -6% | 1% | -2% | -3% | -0.1

Screening data deposited in PubChem BioAssay by National Center for Advancing Translational Sciences (NCATS).

Outcome played no part in choosing rows. About 4.3% of those tested had a hit in this group.
